CHT block: inhibitors of human choline transporter CHT; Q9GZV3; CHT-expressing cells, membrane potential dye, choline response; active compounds read low; B-score at 10 µM; 0.86% of 310,000 active; AID 488975;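 active = B-score over 3 SD under the library average, and starting fluorescence ratio not unusually high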;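 note: choline stimulus applied at its EC90 after an EC20 pre-addition; B-score computed on integrated fluorescence ratio after choline addition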
Target sequence (Q9GZV3 whole entry, looked up): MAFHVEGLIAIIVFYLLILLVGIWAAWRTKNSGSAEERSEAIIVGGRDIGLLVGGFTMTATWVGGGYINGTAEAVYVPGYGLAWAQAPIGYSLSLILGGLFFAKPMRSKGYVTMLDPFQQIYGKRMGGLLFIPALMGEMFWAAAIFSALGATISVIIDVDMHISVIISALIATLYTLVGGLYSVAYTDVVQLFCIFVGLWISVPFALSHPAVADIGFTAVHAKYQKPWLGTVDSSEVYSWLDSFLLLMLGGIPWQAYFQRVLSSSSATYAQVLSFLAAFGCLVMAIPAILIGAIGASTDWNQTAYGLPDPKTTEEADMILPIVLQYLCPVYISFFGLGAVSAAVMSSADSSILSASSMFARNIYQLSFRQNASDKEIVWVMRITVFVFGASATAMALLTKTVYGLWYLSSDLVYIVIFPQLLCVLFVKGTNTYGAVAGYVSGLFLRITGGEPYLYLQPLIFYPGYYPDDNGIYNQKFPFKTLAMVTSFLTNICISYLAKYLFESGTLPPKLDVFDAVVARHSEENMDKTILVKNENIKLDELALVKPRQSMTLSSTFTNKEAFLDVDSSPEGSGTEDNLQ
STK33 inh: blocks human STK33 kinase activity | purified STK33, MBP phosphorylation, ADP-Glo luminescence | inhibition, % at 10 µM | 0.073% of 320,000 active;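 active = inhibition at or above 25%, using the most active replicate where run in duplicate; inactive = inhibition below 25%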
Target sequence (Q9BYT3 whole entry, looked up): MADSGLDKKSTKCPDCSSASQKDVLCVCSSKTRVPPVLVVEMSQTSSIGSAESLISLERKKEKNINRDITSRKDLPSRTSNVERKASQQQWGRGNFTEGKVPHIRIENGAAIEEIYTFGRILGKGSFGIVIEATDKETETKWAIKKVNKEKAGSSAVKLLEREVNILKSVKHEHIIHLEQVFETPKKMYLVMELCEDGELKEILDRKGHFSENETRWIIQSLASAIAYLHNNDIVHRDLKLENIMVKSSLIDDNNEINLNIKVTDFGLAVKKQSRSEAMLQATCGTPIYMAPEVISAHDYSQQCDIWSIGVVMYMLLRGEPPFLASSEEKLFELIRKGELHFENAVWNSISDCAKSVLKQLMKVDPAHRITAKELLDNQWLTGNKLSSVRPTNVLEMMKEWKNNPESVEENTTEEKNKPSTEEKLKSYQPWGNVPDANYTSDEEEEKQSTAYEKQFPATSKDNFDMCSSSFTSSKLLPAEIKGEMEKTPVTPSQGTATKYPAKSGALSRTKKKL
CHT allo act: allosterically activates the human high affinity choline transporter. Q9GZV3. 0.49% of 310,000 active. CHT-expressing cells, membrane potential dye, choline EC20; active compounds read high; LV-AA mutant CHT in HEK293 cells. B-score at 10 µM. AID 488977;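 active = initial fluorescence not abnormally high and integrated response B-score, plate-corrected, over 3 SD above library mean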
Starred values were filed as active, the others as inactive; i = inactive; . = not tested or not shown.

Compound | CHT block | STK33 inh | CHT allo act
Cc1ccc2[nH]c3c(c2c1)CCN(C)C3 | i | 2.2 | i
O=C(CSc1ncnc2nc[nH]c12)Nc1ccccc1C(F)(F)F | i | -0.9 | i
O=S(=O)(Nc1nc2ccccc2nc1NCC1CCCO1)c1ccccc1 (stereo not drawn) | i | -0.5 | i
COCCNC(=O)COc1cccc(Oc2ccccc2)c1 | i | 0.4 | i
Cc1ccc(CNCc2cc3c(C(C)(C)C)nn(-c4ccccc4)c3[nH]c2=O)cc1 | i | 0.6 | i
Cc1cccc(/C=N/n2c(-c3cc(-c4ccccc4)n[nH]3)n[nH]c2=S)c1 | i | -1.4 | i
O=C(CNC(=O)C(c1ccccc1)c1ccccc1)N/N=C/c1cccnc1 | i | 0.6 | i
Cc1c(C)c2ccc(OCC(=O)NC3CCN(Cc4ccccc4)CC3)cc2oc1=O | i | 0.4 | i
Cc1cccc(C(=O)NNC(=O)c2ccc(S(=O)(=O)N3CCOCC3)cc2)c1 | i | -1.8 | i
CCN1C(=O)c2ccc(C(=O)Nc3ccc(O)cc3C)cc2C1=O | i | 0.6 | i
COc1ccc(-n2cc(CNCCc3cnc[nH]3)c(-c3cccc(F)c3)n2)cc1 | i | -0.5 | i
Cc1ccc(C2(CCNS(=O)(=O)c3ccc(C)cc3)CCOC(C(C)C)C2)cc1 (stereo not drawn) | i | . | i
Cc1cc(C)c(S(=O)(=O)N2CCCCC2CCNC(=O)C(=O)NCc2ccco2)c(C)c1 (stereo not drawn) | i | -0.5 | i
CC(C)C1S/C(=N/N=C/c2cccs2)NC1=O (stereo not drawn) | i | -1.2 | i
CC(C)Cc1nc2oc3c(NCC4CCCO4)ncnc3c2c2c1CCC2 (stereo not drawn) | i | -1.3 | i
Cc1cc(=O)n2[nH]c(C(=O)O)nc2n1 | i | -0.6 | i
O=C1CCC/C(=N/NC(=O)c2ccc(CN3c4cccc5cccc(c45)S3(=O)=O)cc2)C1 | i | -1.2 | i
Cc1nnn(C23CC4CC(CC(CC(=O)Nc5ccc(C)c(Cl)c5)(C4)C2)C3)n1 | i | -2.0 | i
Cc1onc(-c2c(F)cccc2Cl)c1C(=O)NCc1ccccc1 | i | 1.1 | i
Cc1cc(NC(=O)COC(=O)COc2cccc3c2OC(C)(C)C3)no1 | i | 1.5 | i
CC(c1cccs1)N(Cc1ccco1)C(=S)Nc1ccc(F)c(Cl)c1 (stereo not drawn) | i | 0.5 | i
Cc1ccc(C)c(N=Cc2c(O)c3ccccc3oc2=O)c1 | i | -0.4 | i
CC(=O)c1cccc(S(=O)(=O)N(CCCO)Cc2cc3ccc(C)cc3[nH]c2=O)c1 | i | -0.8 | i
O=C(O)c1ccccc1SC1CC(=O)N(C2CCCCC2)C1=O (stereo not drawn) | i | -1.0 | i
O=C(c1ccccn1)C1CCCN(Cc2cn[nH]c2-c2cc3ccccc3o2)C1 (stereo not drawn) | i | -2.0 | i
O=C(C1CCCN1C(=O)c1cccs1)N1CCN(Cc2ccc3c(c2)OCO3)CC1 (stereo not drawn) | i | -1.5 | i
O=C(COC(=O)c1ccc(Br)o1)NCc1ccco1 | i | -1.3 | i
COCc1ccc(CN2CCC(CO)(CC3CCCCO3)CC2)o1 (stereo not drawn) | i | -1.2 | i
COc1ccc(C/C(N)=N/OC(=O)c2ccco2)cc1OC | i | -0.8 | i
COc1ccc(C(O)P(=O)(OC(C)C)c2ccc(N(C)C)cc2)c(OC)c1 (stereo not drawn) | i | -0.3 | i

The listing continues:
Compound | CHT block | STK33 inh | CHT allo act
Cc1cccc(/C=C2/S/C(=N/N=C3\CC4CCC3(C)C4(C)C)NC2=O)c1 (stereo not drawn) | i | -0.9 | i
Clc1ccc(-c2nsc(N3CCOCC3)n2)c(Cl)c1 | i | -0.3 | i
CCC1(C(=O)c2ccccc2)C(c2ccc([N+](=O)[O-])cc2)C1(C(=O)OC)C(=O)OC (stereo not drawn) | i | -0.6 | i
Cc1c2cnn(-c3ccccc3)c(=O)c2c(C)n1CCCC(=O)N1CCN(C2CCCCC2)CC1 | i | -2.0 | i
O=C(NCC1CCCO1)c1ccccc1-c1nc(-c2ccc(Cl)cc2)no1 (stereo not drawn) | i | -2.1 | i
COc1ccc(CN(CC2CCC(C(=O)O)CC2)C(=S)Nc2cc(C)cc(C)c2)cc1 (stereo not drawn) | i | -0.4 | i
Cc1ccccc1C(=O)NCC(=O)OC(C)C(=O)NCc1ccco1 (stereo not drawn) | i | 0.1 | i
O=C(C1=C[C@@H](c2coc3ccccc3c2=O)C[C@@H](OCc2ccc(CO)cc2)O1)N1CCN(Cc2ccccc2)CC1 | i | -1.0 | i
Cc1nn(C(C)C(=O)N2CCCC2)c(=O)c2nn(-c3ccccc3)c(C)c12 (stereo not drawn) | i | -1.0 | i
CCN(CC)CCN1C(=O)C(=O)/C(=C(/O)c2c(C)[nH]c(C(=O)OC)c2C)C1c1ccc(OC)cc1 (stereo not drawn) | i | -0.5 | i
CCOC(=O)C1CCN(C(=O)c2ccc(OCC(=O)Nc3cccc(C(F)(F)F)c3)c(OC)c2)CC1 | i | -2.0 | i
CCOc1ccccc1NC(=O)CSc1n[nH]c(N)n1 | i | -0.4 | i
Cc1ccc2c(Cl)cc(Cl)c(OCC(=O)O)c2n1 | i | -1.5 | i
COc1ccc(/C=N/Nc2nc(N3CCCCC3)nc(N3CCCCC3)n2)cc1[N+](=O)[O-] | i | 0.0 | i
CCC1Oc2ccc(C)cc2N(CC(=O)N2CCCC2)C1=O (stereo not drawn) | i | -2.6 | i
O=C(NCc1ccco1)C(c1ccc(F)cc1)N(CC1CCCO1)C(=O)Cn1nnc2ccccc21 (stereo not drawn) | i | -21 | i
CCOC(=O)C1CCN(C(=O)CC2C(=O)N(Cc3ccccc3)C(C)c3nc4ccccc4n32)CC1 (stereo not drawn) | i | -1.7 | i
Oc1ccc(-c2nc(-c3ccc(F)cc3)c(-c3ccncc3)[nH]2)cc1 | i | . | i
CNC(=O)c1c[nH]c2ccc(S(=O)(=O)Nc3ccccc3F)cc2c1=O | i | 46* | i
CN(C)S(=O)(=O)c1cccc(NC(=O)COC(=O)c2ccc3c(c2)OCO3)c1 | i | 0.3 | i
CC(=O)Nc1ccc(Nc2nc(C)c([N+](=O)[O-])c(Nc3ccc(NC(C)=O)cc3)n2)cc1 | i | -1.1 | i
Nc1cc(N)nc(SCCN2CCCCC2)n1 | i | -1.0 | i
CC(C)[C@H](NC(=O)[C@@H]1CSCN1C(=O)OC(C)(C)C)C(=O)NCC1CCC(C(=O)O)CC1 (stereo partly drawn) | i | 0.1 | i
CC1=C(C(=O)Nc2ccccc2C)C(c2ccc(C)o2)n2c(s/c(=C/c3ccccc3)c2=O)=N1 (stereo not drawn) | i | -1.4 | i
Cc1cccc(C)c1NC(=S)NC1CCCCC1 | i | -0.7 | i
Cn1c(C(=O)O)cnc1Sc1ncc(C(F)(F)F)cc1Cl | i | -0.2 | i
COC(=O)[C@H](CCSC)NC(=O)Nc1ccc(C)c(C)c1 | i | -0.8 | i
CCOC(=O)c1cnn(-c2ccc(Cl)cc2)c1C1CCN(C(=O)OC(C)(C)C)CC1 | i | 0.2 | i
O=c1c2ccccc2nc(SCc2ccccc2)n1Cc1ccco1 | i | -0.9 | i
COc1cc(C(=S)N2CCOCC2)cc(OC)c1OC(=O)c1ccccc1[N+](=O)[O-] | i | -1.4 | i

Full records as entered above. Order of screens: CHT block | STK33 inh | CHT allo act
CC(C)[C@H](NC(=O)[C@@H]1CSCN1C(=O)OC(C)(C)C)C(=O)NCC1CCC(C(=O)O)CC1 (stereo partly drawn) is listed with i | 0.1 | i
Cc1cccc(/C=C2/S/C(=N/N=C3\CC4CCC3(C)C4(C)C)NC2=O)c1 (stereo not drawn) is listed with i | -0.9 | i
Clc1ccc(-c2nsc(N3CCOCC3)n2)c(Cl)c1 is listed with i | -0.3 | i

Among those listed so far, 4 contain a nitro group on carbon:
Compound | CHT block | STK33 inh | CHT allo act
CCC1(C(=O)c2ccccc2)C(c2ccc([N+](=O)[O-])cc2)C1(C(=O)OC)C(=O)OC (stereo not drawn) | i | -0.6 | i
COc1ccc(/C=N/Nc2nc(N3CCCCC3)nc(N3CCCCC3)n2)cc1[N+](=O)[O-] | i | 0.0 | i
CC(=O)Nc1ccc(Nc2nc(C)c([N+](=O)[O-])c(Nc3ccc(NC(C)=O)cc3)n2)cc1 | i | -1.1 | i
COc1cc(C(=S)N2CCOCC2)cc(OC)c1OC(=O)c1ccccc1[N+](=O)[O-] | i | -1.4 | i

Going on with the list.
Compound | CHT block | STK33 inh | CHT allo act
Nc1c(-c2ccc(Cl)cc2)cnn1-c1cccc([N+](=O)[O-])c1 | i | 0.4 | i
CC(=O)Nc1nc(C)c(Oc2ccc(C)cc2)c(=O)[nH]1 | i | -1.1 | i
O=C(N/N=C1\C2CN3CCN(C2)CC1(c1ccccc1)C3)c1ccc(F)cc1 | i | 0.4 | i
Cc1c(NS(=O)(=O)c2ccc(N)cc2)c(=O)n(-c2ccccc2)n1C | i | -3.1 | i
O=C(O)c1cn(-c2ccc(F)cc2)c2cc(Cl)c(F)cc2c1=O | i | -0.7 | i
COc1ccc(CCCC(=O)Nc2ccccc2F)cc1 | i | -1.5 | i
O=C(Cn1nnc2ccccc21)c1cccc([N+](=O)[O-])c1 | i | -2.3 | i
CCCCc1ccc(-c2ccc(Br)cc2O)nc1 | i | -1.4 | i
Cc1ccc(S(=O)(=O)CCC(=O)NCc2ccc(Cl)cc2)cc1 | i | -1.2 | i
O=C(C1CCC(C(=O)N2CCCCC2)CC1)N1CCCCC1 (stereo not drawn) | i | 0.0 | i
N#Cc1nc(-c2ccc(F)cc2)oc1NCc1cccc2c1OCO2 | i | -1.0 | i
CCOC(=O)c1c(C)c2c(n1C)CCC/C2=N\O | i | -1.0 | i
Cc1ccc(C)c(/C=C2\CCn3c2nc2cc(C(=O)O)ccc2c3=O)c1 | i | -0.7 | i
Cc1cccnc1NC1CCCCC1 | i | -0.6 | i
Cn1c(=O)n(C)c2cc(S(=O)(=O)N3CCOCC3)ccc21 | i | -1.3 | i
CCN1CCCC1CN(Cc1cc2cc(C)ccc2[nH]c1=O)C(=O)Nc1ccccc1OC (stereo not drawn) | i | 0.8 | i
NC(=O)c1ccccc1NS(=O)(=O)c1ccc(F)cc1 | i | -0.1 | i
Cc1cc(OCC(=O)NNC(=S)NCC2CCCO2)cc(C)c1Cl (stereo not drawn) | i | -0.6 | i
Cc1ccccc1NC(=O)c1cccc(C(=O)Nc2ccccc2C)n1 | i | 0.2 | i
N#CC(C(=O)OC1CCCCC1)c1nc2ccccc2nc1N1CCOCC1 (stereo not drawn) | i | -2.0 | i
O=C(c1ccco1)N1CCN(C(=O)C2CC(c3ccc(Cl)cc3)=NO2)CC1 (stereo not drawn) | i | -0.1 | i
Cc1cc(C)c(C(=O)Nc2ccc(Br)c(C(F)(F)F)c2)c(C)c1 | i | 3.0 | i
COc1ccccc1C(=O)OC1CCCN(C)C1 (stereo not drawn) | i | -0.9 | i
CCCOc1ccc(/C(O)=C2/C(=O)C(=O)N(CCCn3ccnc3)C2c2cccnc2)cc1 (stereo not drawn) | i | -0.9 | i
COc1ccccc1CNS(=O)(=O)c1ccc2c(c1)N(C(C)=O)CC(C)S2 (stereo not drawn) | i | -0.5 | i
CC1CCN(CC(O)Cn2c3ccccc3c3ccccc32)CC1 (stereo not drawn) | i | -0.4 | i
COc1ccc(S(=O)(=O)N2CCN(c3ccccc3OC)CC2)cc1C(=O)N1CCCCC1 | i | 1.7 | i
COc1ccc(N2CCN(c3ncnc4c3nnn4Cc3ccccc3Cl)CC2)cc1 | i | -0.3 | i
COc1ccc(S(=O)(=O)Nc2c(C(=O)O)[nH]c3ccc(OC)cc23)c(OC)c1 | i | 5.9 | i
CC(C)C(=O)NC(=S)/C=C1/N(C)c2ccccc2C1(C)C | i | -1.2 | i

Additional entries follow:
Compound | CHT block | STK33 inh | CHT allo act
CN(N)C(=S)Nc1ccc(F)cc1 | i | 0.0 | i
CCn1cc(C(=O)N[C@@H](C)C(=O)NCCCN2CCOCC2)c(=O)c2cc3c(cc21)OCO3 | i | 1.5 | i
C=CCNC(=O)C1CC(=O)N(c2ccc(OCC(=O)NCc3ccccc3)cc2)C1 (stereo not drawn) | i | -2.1 | i
Cc1nn(-c2ccc(N3CCOCC3)nn2)c(C)c1CCC(=O)NCc1ccccc1F | i | -0.7 | i
O=C(Nc1ccc(O)cc1)/C(=C/c1ccco1)NC(=O)c1ccccc1 | i | -1.2 | i
Cc1cc(C)n(-c2ccc(Cl)c(C(=O)O)c2)n1 | i | -1.2 | i
CC(=O)CC(c1ccccc1)S(=O)(=O)c1ccc([N+](=O)[O-])cc1 (stereo not drawn) | i | -1.6 | i
O=C(NC(=O)c1cnccc1C(F)(F)F)Nc1ccccc1 | i | -2.1 | i
COc1cc(Nc2cc(C)nc3ncnn23)cc(OC)c1 | i | 0.5 | i
Cc1ccc(NC(=O)c2cc(N3C(=O)CCC3=O)ccc2N2CCCCC2)cc1 | i | -6.0 | i
CCNC(=O)/C(C#N)=C/c1c(N2CCN(c3ccccc3)CC2)nc2ccccn2c1=O | i | -0.9 | i
O=C(NC1CCCCC1)C1CCC(=O)N(C2CC2)C1 (stereo not drawn) | i | -0.6 | i
O=C(O)c1cc(-c2ccc(O)cc2)on1 | i | 0.5 | i
O/N=C/c1nc2cc(Cl)ccc2o1 | i | -0.3 | i

Random draw from the library, and some 1.5% of all compounds hit somewhere here.
